NR2E3 ag-1 – NR2E3 agonists in two-hybrid cells, primary screen, cell-based, luminescence, CHO-S, Gal4-NCOR/VP16-NR2E3. Photoreceptor-specific nuclear receptor (Homo sapiens), Q9Y5X4. AID 602229, 2012. 360,000 compounds, 0.35% hits. luciferase. inhibition of corepressor binding, % at 3.98 µM;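 active means inhibition above the mean of all tested compounds plus 3 SD, cut at about 70% in these data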;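 further: 0% = DMSO with NR2E3 transfected cells and 100% = cells lacking NR2E3 construct; higher means lower luciferase signal from less NR2E3 corepressor binding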
Target sequence (Q9Y5X4 whole entry, looked up, the tested form may be a part): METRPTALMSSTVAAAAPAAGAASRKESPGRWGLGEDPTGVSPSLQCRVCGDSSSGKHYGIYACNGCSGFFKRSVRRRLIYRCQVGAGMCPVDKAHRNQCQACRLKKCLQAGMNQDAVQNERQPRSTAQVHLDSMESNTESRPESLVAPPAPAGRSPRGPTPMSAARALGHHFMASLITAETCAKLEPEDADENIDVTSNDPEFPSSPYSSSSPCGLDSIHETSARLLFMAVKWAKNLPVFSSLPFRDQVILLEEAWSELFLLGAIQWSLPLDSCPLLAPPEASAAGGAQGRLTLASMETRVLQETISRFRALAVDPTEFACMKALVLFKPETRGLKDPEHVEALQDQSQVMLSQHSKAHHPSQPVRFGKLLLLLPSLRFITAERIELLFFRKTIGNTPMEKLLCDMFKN
CF NFkB block – inhibitors of PAF-induced NF-kB signaling, primary screen, cell-based, GFP fluorescence, uHTS | KKLEB NF-kB-GFP reporter, GFP fluorescence overnight | inhibition, % at 5 µM | 360,000 compounds, 0.86% hits | AID 588850, 2011;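 active means at least 50% inhibition at 5 µM, scaled per plate between neutral and stimulator controls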;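 further: PAF is a Pseudomonas aeruginosa culture filtrate used as stimulus; plate controls were PAF-stimulated DMSO wells for no effect and unstimulated DMSO wells for full effect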
TWEAK-Fn14 inh – inhibitors of TWEAK-Fn14 signaling, primary screen, luciferase reporter cells, uHTS. TWEAK-stimulated Fn14 reporter cells, luciferase luminescence, 8 h. 360,000 compounds, 2% hits. inhibition, % at 10 µM; in the data active means inhibition above about 50%
NR2E3 ag-2 – inhibitors of NR2E3-RetCOR corepressor binding, primary screen, NR2E3 agonist project, biochemical, TR-FRET, GST-NR2E3, biotin-RetCOR | 320,000 compounds, 0.12% hits | 1536-well | AID 2300, 2010 | inhibition of corepressor binding, % at 4.78 µM | Photoreceptor-specific nuclear receptor (Homo sapiens), Q9Y5X4;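 active means percent inhibition above the cutoff of mean plus 3 SD of all tested compounds, set per screening campaign, cut at about 20% in these data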;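 further: 0% = DMSO wells and 100% = biotin wells as full block of FRET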
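System: GST-NR2E3 and biotin-RetCOR proteins; probe or stimulus: 7 nM biotin-RetCOR; doses: compound at 4.8 µM, single dose; schedule: Compound–protein incubation for 5 h at 4 °C; detection: time-resolved FRET; read-out: percent inhibition; controls: biotin wells as high control, 0.6% DMSO wells as low control; format: 1536-well plates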
HIF-2a inh – HIF-2a reporter inhibitors, primary screen, luminescence, 786-0 RCC cells. AID 624352, 2012. 786-0 RCC cells HIF-2a reporter, luciferase luminescence, overnight. 360,000 compounds, 0.72% hits. inhibition, % at 18.8 µM;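 active means inhibition of the luminescence signal of 40% or more relative to plate controls, in a single-dose primary screen at 18.75 µM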
Shn3 3UTR inh – reduction of Shn3 3'UTR firefly luciferase signal, primary screen, Schnurri-3 inhibitor project, cell-based, Clone20 osteoblasts, set 2 | Clone20 osteoblast Shn3 3'UTR firefly luciferase, 24 h | inhibition, % at 12.5 µM | 360,000 compounds, 0.52% hits;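 active means mean inhibition of at least 75% with every replicate also reaching 75%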;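 further: 0% = median of neutral control wells and 100% = pilot-screen positive control compound; some compounds past the cut are filed as inactive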
TROY signal inh – inhibitors of TROY-driven NF-kB signaling, primary screen, Q293 LMP1-TROYcd cells, NF-kB luciferase, uHTS; inhibition, % at 10 µM; Q293 LMP1-TROYcd NF-kB luciferase reporter, 4 h; 360,000 compounds, 0.98% hits;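 active means compounds whose plate-normalised and pattern-corrected inhibition of the luciferase reporter signal at the single screening dose is 50% or more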
KKLEB cytotox – cytotoxicity in KKLEB CF airway cells, primary screen, cytotoxicity control for CF NF-kB inhibitor project, cell-based, uHTS, fluorescence assay plates; AID 602141, 2011; KKLEB CF airway cells viability, ATPlite luminescence, overnight; active compounds read low; cells stimulated with P. aeruginosa culture filtrate; activity change (cytotoxicity), % at 5 µM; 360,000 compounds, 0.36% hits;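 active means corrected activity change at or below -50% at 5 µM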
TRAIL sens C8 – viability loss with TRAIL in NB7+C8 cells, primary screen, TRAIL sensitizer project, cell-based, ATPlite luminescence; 360,000 compounds, 1% hits; AID 624354, 2012; inhibition (viability loss, TRAIL sensitization), % at 10 µM;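 active means compounds causing at least 50% loss of cell viability in the single-dose screen, relative to plate controls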
MITF TRPM1 inh – inhibitors of MITF-dependent TRPM1 promoter reporter, primary screen, cell-based, SK-MEL-5, single point, luciferase. SK-MEL-5 TRPM1 promoter luciferase, 24 h. inhibition, % at 12.5 µM. 330,000 compounds, 0.83% hits;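 active means mean inhibition across replicates of 60% or more, whatever share of single replicates reaches that level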; further: values of inactives mirror those of a sister screen read the other way
Peg3 promoter – Peg3 promoter-driven luciferase inhibitors, primary screen, cell-based, HeLa, luciferase luminescence; HeLa PEG-Prom luciferase reporter, overnight; inhibition, % at 20 µM; 360,000 compounds, 1.7% hits;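 active means inhibition of at least 50% at 20 µM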
* = called active by the depositor; . = not tested or not shown. A portion of the library, so the mix of outcomes need not match the whole.

SMILES	NR2E3 ag-1	CF NFkB block	TWEAK-Fn14 inh	NR2E3 ag-2	HIF-2a inh	Shn3 3UTR inh	TROY signal inh	KKLEB cytotox	TRAIL sens C8	MITF TRPM1 inh	Peg3 promoter
CC1(C)C(=O)Nc2ccccc2N1C(=O)COC(=O)CCSc1ccccc1	9	9	-22	4	17	9	-10	2	-6	4	8
COc1ccc(OCC(=O)Nc2cc(-c3nn(C)c(=O)c4ccccc34)ccc2OC)cc1	-8	-12	43	0	15	60	36	4	29	20	16
CN(C)CCCN(C(=O)c1ccco1)c1nc2cc3c(cc2s1)OCO3	0	-21	-14	2	-24	4	2	5	12	-5	-38
CN(C)S(=O)(=O)N(CC(=O)Nc1ccc2ccccc2c1)c1ccccc1	3	-9	3	-2	3	54	-8	3	-4	11	17
CSc1ncc(Cl)c(C(=O)NCc2ccc3c(c2)OCO3)n1	12	-7	13	6	5	-4	9	1	-3	-1	14
CC(C)C[C@@H](COCc1cccc(C(F)(F)F)c1)N1CCN(C(=O)c2ccc(C(F)(F)F)cc2)CCC1=O	-21	.	14	.	6	.	18	.	13	.	.
Cc1csc(SCC(=O)NC(=O)NCCC(C)C)n1	7	-20	-6	2	-5	-13	1	6	0	-5	-16
CCOC(=O)c1sc2ncnc(NCC(c3cccs3)N(C)C)c2c1C (configuration not stated)	-2	-9	15	3	-42	-11	14	-1	2	6	-2
CC(C)(C)NC(=O)C(OC(=O)c1cccs1)c1ccccc1 (configuration not stated)	-8	5	-1	-1	5	7	9	0	0	-1	-7
O=C(Nc1ccc2c(c1)OCO2)c1ccc2c(c1)S(=O)(=O)c1ccccc1C2=O	-5	23	-37	5	-2	-4	-1	-13	8	-27	-6
CCOC(=O)C1(C(=O)OCC)NC(=O)CC1C (configuration not stated)	10	-1	9	.	2	16	8	-9	-1	-3	15
CC(=O)C1C(c2ccc(Cl)cc2)c2c(noc2C)CC1(C)O (configuration not stated)	-26	-8	10	-4	1	-13	15	2	-17	.	5
CCOC(=O)C1=CCN(S(=O)(=O)c2ccc(C)cc2)C1c1ccc(Cl)c(Cl)c1 (configuration not stated)	-12	0	-1	.	11	-1	13	-5	12	.	33
CCN1C/C(=C/c2ccc(N3CCOCC3)cc2)C(=O)/C(=C/c2ccc(N3CCOCC3)cc2)C1	30	-17	17	1	93*	65	8	3	-13	93*	101*
CC(C)C[C@H](NC(=O)Nc1cccc(C(F)(F)F)c1)C(=O)O	-13	-2	-4	-1	1	-2	-24	-3	4	6	15
COC(=O)CCCC1=CC2=CC(=O)C(C)(OC(=O)c3cccs3)C(=O)C2=CN1CC1CC1 (configuration not stated)	-5	-8	-4	2	11	-11	-5	2	6	5	-18
COc1cccc(N2CCN(C(=O)C3CCN(S(=O)(=O)c4ccc5c(c4)oc(=O)n5C)CC3)CC2)c1	0	-9	5	1	11	7	9	3	-8	2	-12
Cc1cccc([C@@H]2[C@@H]3C(=O)N(Cc4ccccc4)C(=O)[C@@H]3[C@]3(Cc4ccc(Cl)cc4)C(=O)N(c4ccc(Br)cc4)C(=O)N23)c1	-13	5	15	4	6	2	-1	-12	10	-6	7
O=C(Cc1ccccc1)N/N=C/c1ccccc1OCc1ccc(Cl)cc1	-8	-17	-4	7	-87	-85	-35	12	-1	-68	-145
COc1cccc(/C(C)=N/Nc2ccc(S(=O)(=O)N3CCCCC3)cn2)c1	-7	-5	17	2	19	5	12	-1	1	-2	22
CCn1c(CNC(=O)c2ccco2)nnc1SCC(=O)Nc1cc(F)ccc1C	3	-7	14	-3	1	1	-20	-1	-2	12	12
Cc1nc(N2CCN(C(=O)c3ccco3)CC2)c(C#N)c2c1CCCC2	-24	16	-23	-1	-92	-9	16	-6	-10	-27	-31
O=C(CCNS(=O)(=O)c1ccccc1)NNC(=O)c1cccc(Cl)c1	2	17	11	.	3	-8	-7	-15	4	0	-10
Cc1ccc(C(=O)N/C(=C\c2cccs2)C(=O)N2CCOCC2)cc1C	-27	17	-5	4	4	-2	8	0	-10	0	7
Cc1ccc2c(c1)N(CC(=O)NCCCN1CCOCC1)C(=O)c1cccnc1O2	8	-2	-7	-1	1	-19	-8	-2	4	-20	6
COc1ccc(/C=C2\SC(=S)N(CCC(=O)N3CCOCC3)C2=O)cc1OC	13	-13	-38	.	-8	-26	8	16	-10	.	-28
O=C(OC1CCCCC1=O)c1cc(Cl)ccc1[N+](=O)[O-] (configuration not stated)	4	-15	-11	4	7	4	2	12	0	-1	17
CC1(C)CC(=O)C(C=Nc2ccc3[nH]ncc3c2)=C(O)C1	14	1	13	0	-40	-4	-16	-3	-18	12	-52
CCc1ccc(-n2c(=O)c3c(C)c(C)sc3n(CC(=O)NCC3CCCO3)c2=O)cc1 (configuration not stated)	1	-29	7	-1	19	-4	-14	13	12	3	-8
COc1ccc(OCCCC(=O)Nc2cccnc2)cc1	0	6	-4	0	9	-19	6	1	5	4	18
O=C(/C=C/c1ccco1)N(c1ccccn1)c1ccccn1	-14	-10	16	6	8	4	7	-2	1	4	6
COc1cc(COCC(O)CN2CCCCC2C)cc(OC)c1OC (configuration not stated)	-10	-2	21	-1	14	-17	-4	-14	-14	.	6
CCN(CC)C(=O)c1csc([C@H]2C[C@H](O)[C@@H](CO)O2)n1	-14	-22	-6	.	0	-12	3	5	-15	.	0
O=C(NCc1ccc(Cl)cc1)C(=O)c1c[nH]c2ccccc12	-32	-17	-11	3	-79	10	-32	-1	-9	-15	-90
CCOC(=O)N=S(=O)(Oc1ccc([N+](=O)[O-])cc1)c1ccccc1 (configuration not stated)	-19	-6	12	2	8	0	-23	-11	-4	-2	2
CC(/C=C1\SC(=S)N(CC(=O)N2CCN(c3ccccc3)CC2)C1=O)=C\c1ccccc1	5	-11	-3	4	2	-53	-16	-2	0	-16	29
CCOc1ccc(C(=O)OC(C)C(=O)N2CCN(Cc3ccccc3)CC2)cc1 (configuration not stated)	1	13	7	.	-8	11	-4	6	-5	12	1
O=C(Nc1ccc2ccccc2n1)c1ccccc1Cl	-106	-19	-16	0	-242	-3	21	-6	37	-74	-207
CCOC(=O)c1cnc(SCC(=O)c2ccccc2)nc1N	-119	0	-2	2	-175	-106	-73	8	-13	-89	-250
O=C(O)CN1C(=O)C2(OCCCO2)c2ccccc21	0	-2	-5	4	0	-2	19	-4	-5	-9	16

Reformatted with values under each structure: two of the compounds above.
Results follow in this order: NR2E3 ag-1 | CF NFkB block | TWEAK-Fn14 inh | NR2E3 ag-2 | HIF-2a inh | Shn3 3UTR inh | TROY signal inh | KKLEB cytotox | TRAIL sens C8 | MITF TRPM1 inh | Peg3 promoter
COc1ccc(/C=C2\SC(=S)N(CCC(=O)N3CCOCC3)C2=O)cc1OC
    13 | -13 | -38 | . | -8 | -26 | 8 | 16 | -10 | . | -28
O=C(OC1CCCCC1=O)c1cc(Cl)ccc1[N+](=O)[O-] (configuration not stated)
    4 | -15 | -11 | 4 | 7 | 4 | 2 | 12 | 0 | -1 | 17

More structures follow.
SMILES	NR2E3 ag-1	CF NFkB block	TWEAK-Fn14 inh	NR2E3 ag-2	HIF-2a inh	Shn3 3UTR inh	TROY signal inh	KKLEB cytotox	TRAIL sens C8	MITF TRPM1 inh	Peg3 promoter
CCC/C=C/c1ccc(CN2C(CC(C)C)C(=O)N(Cc3cn(Cc4ccco4)nn3)CCS2(=O)=O)cc1 (configuration not stated)	-40	34	-9	.	13	1	1	16	29	.	16
CN(CC(=O)Nc1ccncc1)S(=O)(=O)c1ccc(Cl)cc1	-19	8	-2	0	11	0	15	-16	9	14	8
CC1CCCN(Cc2c(O)ccc3c2O/C(=C\c2ccco2)C3=O)C1 (configuration not stated)	2	-18	11	-2	10	-16	6	11	-15	15	-2
CCCCn1nnnc1C(C1CC1)N1CCN(C/C=C/c2ccccc2)CC1 (configuration not stated)	-14	-28	-21	.	-1	-3	-1	6	-4	.	3
CCc1ccc(OCCCC(=O)Nc2nnc(C3CCCO3)s2)cc1 (configuration not stated)	-13	-36	-7	0	3	14	17	19	0	8	4
Cc1ccc(SC(C)C(=O)Nc2cccc(N(C)S(C)(=O)=O)c2)cc1 (configuration not stated)	5	6	11	1	13	26	-2	5	-1	12	19
COc1cc2c(Cc3ccccc3)cncc2cc1O	41	53*	43	.	13	4	24	3	-1	-1	10
CCCCN(Cc1cccs1)S(=O)(=O)c1csc(C(N)=O)c1	10	-12	3	2	11	8	12	2	0	-3	23
CCOc1cccc(/C(O)=C2/C(=O)C(=O)N(Cc3ccco3)C2c2ccncc2)c1 (configuration not stated)	-12	9	-5	3	18	-7	-3	4	-6	4	23
CN(c1ccccc1)S(=O)(=O)c1cccc(NC(=O)CSc2nnc(C3CC3)n2C)c1	-13	4	13	-2	11	26	-9	14	2	2	-6
CN(C)N=C1c2cc(S(=O)(=O)N(C)C)ccc2-c2ccc(S(=O)(=O)N(C)C)cc21	24	18	-3	-1	19	0	-28	-8	23	-5	22
N#Cc1ccccc1Sc1ccccc1C(=O)N1CCOCC1	-8	17	8	2	8	-1	18	4	6	3	5
COc1cc(NS(=O)(=O)c2ccc3[nH]c(=O)oc3c2)cc(OC)c1	-11	-7	18	-2	12	4	-19	1	0	9	-1
COC(=O)c1ccc(C(=O)OC)c(NC(=S)N2CCN(c3ccccc3F)CC2)c1	-2	14	-8	-4	9	3	-5	-8	-1	2	3
O=C(CN1C(=O)COc2ccccc21)NCC1CCCO1 (configuration not stated)	-10	-3	14	-2	22	4	-1	14	-1	15	-12
CC1CCCCN1C(=O)C(=O)c1cn(CC(=O)N2CCCCCC2)c2ccccc12 (configuration not stated)	-36	-1	-4	4	18	11	18	0	8	8	6
CC(C)(C)c1ccc(OCCC(=O)Nc2ccc(N3CCOCC3)cc2N2CCOCC2)cc1	25	26	-25	-4	-8	5	19	-17	3	-2	9
CC(=O)c1ccc(Sc2ccccc2)c([N+](=O)[O-])c1	-39	-5	-4	2	-11	-7	-16	3	14	13	-4

Quoted at random: 3 entries already listed
SMILES	NR2E3 ag-1	CF NFkB block	TWEAK-Fn14 inh	NR2E3 ag-2	HIF-2a inh	Shn3 3UTR inh	TROY signal inh	KKLEB cytotox	TRAIL sens C8	MITF TRPM1 inh	Peg3 promoter
CN(C)N=C1c2cc(S(=O)(=O)N(C)C)ccc2-c2ccc(S(=O)(=O)N(C)C)cc21	24	18	-3	-1	19	0	-28	-8	23	-5	22
O=C(CN1C(=O)COc2ccccc21)NCC1CCCO1 (configuration not stated)	-10	-3	14	-2	22	4	-1	14	-1	15	-12
COc1cc(NS(=O)(=O)c2ccc3[nH]c(=O)oc3c2)cc(OC)c1	-11	-7	18	-2	12	4	-19	1	0	9	-1

Source: PubChem
